# Compound activity (PubChem BioAssay)
# Mtb BioA inh – blocks M. tuberculosis BioA enzyme activity; purified M. tuberculosis BioA enzyme, plate reader; inhibition, % at 9.99 µM; 360,000 compounds, 0.096% hits; in the data active means inhibition above about 40%
# The depositor's hits bear a star; & = joins results of further samples. An excerpt, so the mix of outcomes need not match the whole.
SMILES,Mtb BioA inh
CO[C@H](CN(C)C(=O)C1CCOCC1)[C@H](C)CN(C(=O)Nc1ccc(C(F)(F)F)cc1)[C@H](C)CO,-1.1
C[C@@H]1CCCCO[C@@H](CN(C)S(=O)(=O)c2ccc(Cl)cc2)[C@@H](C)CN([C@@H](C)CO)C(=O)c2cc(NC(=O)c3ccncc3)ccc2O1,-0.4
O=C(C[C@H]1CC[C@@H]2[C@H](COC[C@H](O)CN2S(=O)(=O)c2ccc(Cl)cc2)O1)NCc1ccc(Cl)c(Cl)c1,-1.7
O=C(C[C@H]1CC[C@H]2[C@@H](COC[C@@H](O)CN2Cc2cccc(F)c2)O1)NCC1CCCCC1,7.5
C[C@@H]1CN([C@H](C)CO)C(=O)Cc2cc(NS(=O)(=O)c3ccc(F)cc3)ccc2O[C@H]1CN(C)S(=O)(=O)c1ccc(Cl)cc1,-9.1
C[C@H](NC(=O)[C@@H]1[C@@H](CO)[C@@H]2Cn3c(ccc(C4=CCCCC4)c3=O)[C@@H]2N1C)c1ccccc1,-0.2
C/C=C/c1cnc2c(c1)C(=O)N([C@@H](C)CO)C[C@H](C)[C@@H](CN(C)CC1CCCC1)O2,-2.8
CCNC(=O)[C@H]1[C@H](CO)[C@H]2Cn3c(ccc(C4=CCCC4)c3=O)[C@@H]1N2C(=O)C1CC1,0.2
O=C(Cc1ccccn1)N1CCCCN2[C@H](CO)[C@H](c3ccc(-c4ccc(F)cc4)cc3)[C@H]2C1,0.1
COc1ccc(NC(=O)N(C)C[C@@H]2Oc3ncc(-c4ccc(C#N)cc4)cc3C(=O)N([C@H](C)CO)C[C@@H]2C)cc1,-0.2
CO[C@H]1CN(C)C(=O)c2cc(NC(=O)C3CC3)ccc2OC[C@@H](C)N(CC2CC2)C[C@H]1C,-2.0
C[C@H]1CN([C@@H](C)CO)C(=O)Cc2cc(NC(=O)CCN3CCOCC3)ccc2O[C@H]1CN(C)Cc1ccc(C(F)(F)F)cc1,-0.3
C[C@H](CO)N1C[C@H](C)[C@@H](CN(C)Cc2cccnc2)Oc2cc(C#CC3CCCC3)ccc2S1(=O)=O,-0.4
COc1cc2c(cc1OC)CN(C(=O)[C@H]1[C@@H]3C(=O)O[C@@H](c4ccccc4)[C@@H](c4ccccc4)N3[C@@H](c3ccccc3OCCO)[C@]13C(=O)Nc1ccc(C#CCCO)cc13)CC2,0.8
C[C@H](CO)N1C[C@H](C)[C@H](CN(C)C(=O)Nc2ccc3c(c2)OCO3)Oc2ncc(/C=C/c3ccccc3)cc2C1=O,-1.9
N#C[C@H]1[C@@H](c2ccc(C#CC3CC3)cc2)[C@@H](CO)N1S(=O)(=O)c1ccccc1,-0.5
C[C@H]1CN([C@@H](C)CO)C(=O)Cc2cc(NC(=O)C3CCCCC3)ccc2O[C@@H]1CN(C)Cc1ccncc1,-1.7
CCC(=O)Nc1ccc2c(c1)C(=O)N(C)C[C@H](OC)[C@@H](C)CN(CCC(F)(F)F)[C@H](C)CO2,1.6
CN1[C@H](C(=O)NCCc2ccccc2)[C@@H](CO)[C@@H]2Cn3c(ccc(-c4ccccc4)c3=O)[C@@H]21,3.9
C[C@@H]1CN([C@@H](C)CO)C(=O)Cc2cc(NC(=O)Nc3cccc4ccccc34)ccc2O[C@H]1CN(C)S(=O)(=O)c1ccc(F)cc1,-3.3
COc1ccccc1C#Cc1ccc([C@H]2[C@H](CO)N3CCCCN(C(=O)C4CCC4)C[C@@H]23)cc1,-2.6
C[C@@H]1CN([C@@H](C)CO)C(=O)c2cc(N(C)C)ccc2O[C@H]1CN(C)S(=O)(=O)c1cccs1,6.7
C[C@@H]1CN([C@@H](C)CO)S(=O)(=O)c2ccc(C#CC(C)(C)O)cc2O[C@@H]1CN(C)C(=O)C1CCCCC1,-0.3
C[C@@H]1CCCCO[C@H](CN(C)S(=O)(=O)c2ccc(F)cc2)[C@@H](C)CN([C@@H](C)CO)C(=O)c2cc(NC(=O)Cc3ccccc3)ccc2O1,-0.6
CN1C[C@H](O)COC[C@@H]2O[C@H](CC(=O)NC3CCC3)CC[C@H]21,0.1

# Individual results from the results shown:
# CCC(=O)Nc1ccc2c(c1)C(=O)N(C)C[C@H](OC)[C@@H](C)CN(CCC(F)(F)F)[C@H](C)CO2 in Mtb BioA inh → 1.6
# O=C(C[C@H]1CC[C@H]2[C@@H](COC[C@@H](O)CN2Cc2cccc(F)c2)O1)NCC1CCCCC1 in Mtb BioA inh → 7.5
# COc1ccc(NC(=O)N(C)C[C@@H]2Oc3ncc(-c4ccc(C#N)cc4)cc3C(=O)N([C@H](C)CO)C[C@@H]2C)cc1 in Mtb BioA inh → -0.2
# C[C@@H]1CCCCO[C@H](CN(C)S(=O)(=O)c2ccc(F)cc2)[C@@H](C)CN([C@@H](C)CO)C(=O)c2cc(NC(=O)Cc3ccccc3)ccc2O1 in Mtb BioA inh → -0.6
# O=C(C[C@H]1CC[C@@H]2[C@H](COC[C@H](O)CN2S(=O)(=O)c2ccc(Cl)cc2)O1)NCc1ccc(Cl)c(Cl)c1 in Mtb BioA inh → -1.7
# C[C@@H]1CN([C@@H](C)CO)C(=O)c2cc(N(C)C)ccc2O[C@H]1CN(C)S(=O)(=O)c1cccs1 in Mtb BioA inh → 6.7

# Returning to the listing; the 2 compounds before the break are reprinted first.
SMILES,Mtb BioA inh
C[C@@H]1CCCCO[C@H](CN(C)S(=O)(=O)c2ccc(F)cc2)[C@@H](C)CN([C@@H](C)CO)C(=O)c2cc(NC(=O)Cc3ccccc3)ccc2O1,-0.6
CN1C[C@H](O)COC[C@@H]2O[C@H](CC(=O)NC3CCC3)CC[C@H]21,0.1
C[C@@H]1CCCCO[C@H](CN(C)Cc2ccc(C(=O)O)cc2)[C@@H](C)CN([C@H](C)CO)C(=O)c2cc(NS(=O)(=O)c3cn(C)cn3)ccc2O1,-2.0
CCCC#Cc1ccc2c(c1)O[C@H](CN(C)S(=O)(=O)c1cccc(F)c1)[C@@H](C)CN([C@H](C)CO)S2(=O)=O,-3.5
O=C(C[C@@H]1C[C@@H]2c3cc(NC(=O)C4CCOCC4)ccc3O[C@@H]2[C@@H](CO)O1)NCc1cccnc1,-0.6
C[C@H](CO)N1C[C@H](C)[C@H](CN(C)Cc2ccc3c(c2)OCO3)Oc2ncc(C#CCN(C)C)cc2C1=O,4.3&5.4
CN(C)CCCNC(=O)C[C@@H]1CC[C@@H](NS(=O)(=O)c2ccc(F)cc2)[C@@H](CO)O1,-3.6
CS(=O)(=O)N1[C@@H](C#N)[C@@H](c2ccc(C#CC3CC3)cc2)[C@@H]1CO,-0.3
CC(C)NC(=O)N[C@@H]1CC[C@H](CCNC(=O)C2CCC2)O[C@@H]1CO,3.1
C[C@@H]1CN([C@H](C)CO)C(=O)c2cc(C3=CCCCC3)cnc2O[C@H]1CN(C)C(=O)Cc1ccccc1,2.9
CCCC#Cc1ccc([C@H]2[C@H](CO)N3CCCCN(S(C)(=O)=O)C[C@@H]23)cc1,-1.8
CC(=O)N1CCCCN2[C@H](CO)[C@H](c3ccc(C#Cc4ccccc4F)cc3)[C@@H]2C1,1.7
C[C@@H]1CCCCO[C@H](CN(C)C(=O)C2CCCCC2)[C@@H](C)CN([C@H](C)CO)C(=O)c2cc(NC(=O)Nc3ccccc3)ccc2O1,-1.7
COCC(=O)Nc1ccc2c(c1)OC[C@H](C)N(C(=O)c1ccncc1)C[C@H](C)[C@@H](OC)CN(C)C2=O,-4.2
Cc1noc(C)c1S(=O)(=O)Nc1ccc2c(c1)C(=O)N([C@H](C)CO)C[C@H](C)[C@H](CN(C)CC1CCCCC1)OCCCC[C@H](C)O2,0.7
COCC(=O)N1CCCCN2[C@H](CO)[C@H](c3ccc(-c4ccc(OC)cc4)cc3)[C@H]2C1,4.9
C[C@H](CO)N1C[C@H](C)[C@@H](CN(C)S(=O)(=O)c2ccc(Cl)cc2)Oc2c(NC(=O)NC3CCCCC3)cccc2C1=O,-0.3
C[C@H]1CN([C@@H](C)CO)S(=O)(=O)c2ccc(C#Cc3ccccc3)cc2O[C@H]1CN(C)CC1CC1,-2.5
CN1C(=O)c2cc(NC(=O)c3ccccc3)ccc2OC[C@H]2O[C@H](CC(=O)O)CC[C@H]21,0.8
CCNC(=O)C[C@@H]1CC[C@H]2[C@@H](COc3ccc(NS(=O)(=O)c4ccccc4C)cc3C(=O)N2C)O1,-0.1
COc1cccc(-c2ccc([C@H]3[C@@H](CO)N4CCCCN(CC5CC5)C[C@@H]34)cc2)c1,-2.2
Cc1noc(C)c1S(=O)(=O)Nc1ccc2c(c1)C(=O)N([C@@H](C)CO)C[C@H](C)[C@H](CN(C)C(=O)NC1CCCCC1)OCCCC[C@@H](C)O2,-0.9
CCCC#Cc1ccc([C@H]2[C@@H](C#N)N(C(=O)C3CC3)[C@@H]2CO)cc1,-0.2
C[C@H]1CN([C@@H](C)CO)C(=O)c2cccc(NS(C)(=O)=O)c2O[C@H]1CN(C)Cc1ccc(C(=O)O)cc1,-2.0
CC(=O)NC[C@@H]1[C@@H](c2ccc(-c3cccnc3)cc2)[C@@H](CO)N1C(=O)C1CCC1,6.2
C[C@@H]1CN([C@H](C)CO)S(=O)(=O)c2ccc(C3=CCCC3)cc2O[C@H]1CN(C)C(=O)C1CCCCC1,1.5
C[C@H](CO)N1C[C@H](C)[C@H](CN(C)Cc2ccc(-c3ccccc3)cc2)Oc2ccc(NC(=O)Nc3ccc(C(F)(F)F)cc3)cc2C1=O,-0.3
# Later entries.
SMILES,Mtb BioA inh
C[C@@H]1CN([C@@H](C)CO)C(=O)c2cc(NS(=O)(=O)c3ccc(Cl)cc3)ccc2O[C@@H](C)CCCCO[C@H]1CN(C)Cc1ccc(C(F)(F)F)cc1,-0.7
CC(C)CC#Cc1ccc2c(c1)O[C@@H](CN(C)C(=O)Cc1cccnc1)[C@@H](C)CN([C@H](C)CO)S2(=O)=O,5.5
CN(C[C@H]1[C@H](c2ccccc2)[C@@H](CO)N1CC1CC1)C(=O)c1cccc(F)c1,0.6
COCC(=O)Nc1ccc2c(c1)[C@@H]1C[C@H](CC(=O)NC3CCCC3)O[C@H](CO)[C@@H]1O2,-0.1
O=C(N[C@H]1CC[C@@H](CCn2cc(-c3ccc(F)cc3)nn2)O[C@H]1CO)c1cnccn1,-1.3
CCCN(C)C[C@H]1Oc2ncc(C#CC3CCCCC3)cc2C(=O)N([C@H](C)CO)C[C@H]1C,-0.1
Cc1ccc(S(=O)(=O)N(C)C[C@@H]2Oc3c(NS(=O)(=O)c4ccc(F)cc4)cccc3C(=O)N([C@H](C)CO)C[C@H]2C)cc1,0.0
C[C@@H]1CCCCO[C@@H](CN(C)Cc2ccc(C(F)(F)F)cc2)[C@H](C)CN([C@@H](C)CO)C(=O)c2cc(NC(=O)c3ccncc3)ccc2O1,-0.1
C[C@H]1CN([C@@H](C)CO)C(=O)c2cccc(NC(=O)Nc3ccc4c(c3)OCO4)c2O[C@H]1CN(C)Cc1ccc(C(=O)Nc2ccccc2N)cc1,-1.1
O=C(C[C@H]1CC[C@H](NS(=O)(=O)c2ccc(F)cc2)[C@@H](CO)O1)N1CCc2ccccc2C1,-4.2
CO[C@H]1CN(C)C(=O)c2cc(NC(=O)c3ccc(F)cc3)ccc2OC[C@@H](C)N(C(C)=O)C[C@@H]1C,-0.5
CCS(=O)(=O)Nc1ccc2c(c1)C(=O)N(C)[C@@H]1CC[C@H](CC(=O)NCCOC)O[C@H]1CO2,-0.7
COc1cccc(-c2ccc([C@H]3[C@@H](CO)N4CCCCN(S(=O)(=O)c5cccs5)C[C@H]34)cc2)c1,-2.6
CO[C@H]1CN(C)C(=O)c2ccc(NC(C)=O)cc2OC[C@@H](C)N(C(=O)c2ccncc2)C[C@H]1C,3.2
Cc1noc(C)c1S(=O)(=O)Nc1ccc2c(c1)CC(=O)N([C@@H](C)CO)C[C@H](C)[C@H](CN(C)Cc1ccc(Oc3ccccc3)cc1)O2,1.7
COc1ccc(NC(=O)Nc2cccc3c2O[C@@H](CN(C)C(=O)Nc2ccc4c(c2)OCO4)[C@H](C)CN([C@@H](C)CO)C3=O)cc1,-0.4
COc1ccccc1CNC(=O)C[C@H]1C[C@H]2c3cc(NS(=O)(=O)c4ccc(F)cc4)ccc3O[C@H]2[C@H](CO)O1,-0.1
COc1cccc(CN2C[C@@H](C)[C@H](OC)CN(C)C(=O)c3cc(NS(=O)(=O)c4cn(C)cn4)ccc3OC[C@H]2C)c1,-0.7
O=C(C[C@@H]1CC[C@H]2[C@@H](COC[C@@H](O)CN2C(=O)c2cccnc2)O1)NCc1ccc(Cl)cc1,0.3
CN(C)C(=O)C[C@H]1CC[C@@H]2[C@@H](COc3ccc(NC(=O)NCc4ccccc4)cc3C(=O)N2C)O1,2.8
COc1ccc(NC(=O)N(C)C[C@@H]2Oc3ccc(NC(=O)Nc4ccccc4)cc3C(=O)N([C@H](C)CO)C[C@@H]2C)cc1,0.2
CC1C=NC(S(=O)(=O)N2CC[C@@H]3[C@H](CO)N(C)c4ccc(C#Cc5cccnc5)cc4[C@@H]32)=N1 (some centres not stated),7.3
C[C@H]1CN([C@@H](C)CO)C(=O)Cc2cc(NC(=O)c3ccncc3)ccc2O[C@@H]1CN(C)C(=O)Nc1ccc(C(F)(F)F)cc1,-2.0
CCCNC(=O)[C@@H]1[C@@H](CO)[C@@H]2Cn3c(ccc(C4=CCCC4)c3=O)[C@H]1N2,-0.3
COc1ccc(NC(=O)Nc2ccc3c(c2)C(=O)N([C@H](C)CO)C[C@@H](C)[C@@H](CN(C)S(=O)(=O)c2ccc(OC)cc2)O3)cc1,1.3
CO[C@H]1CN(C)C(=O)c2cc(NC(=O)C3CC3)ccc2OC[C@@H](C)N(Cc2nccs2)C[C@@H]1C,-0.2
CC(C)NC(=O)Nc1cccc2c1O[C@@H](CN(C)C)[C@@H](C)CN([C@@H](C)CO)C2=O,-2.9
C[C@@H]1CN([C@H](C)CO)C(=O)Cc2cc(NC(=O)Nc3cccc4ccccc34)ccc2O[C@H]1CN(C)Cc1ccc(C(=O)O)cc1,1.0
CO[C@H]1CN(C)C(=O)c2cc(NC(=O)C3CC3)ccc2OC[C@@H](C)N(CC2CCCC2)C[C@H]1C,0.2
C[C@@H]1CN([C@H](C)CO)C(=O)Cc2cc(NS(=O)(=O)c3ccc(F)cc3)ccc2O[C@H]1CN(C)C(=O)Nc1ccc(F)cc1,-1.3

# Shown tab-delimited: 2 of the compounds above.
SMILES	Mtb BioA inh
O=C(N[C@H]1CC[C@@H](CCn2cc(-c3ccc(F)cc3)nn2)O[C@H]1CO)c1cnccn1	-1.3
CCCN(C)C[C@H]1Oc2ncc(C#CC3CCCCC3)cc2C(=O)N([C@H](C)CO)C[C@H]1C	-0.1
